# High-throughput results deposited in PubChem BioAssay by several laboratories.
# TAAR1 ag: human TAAR1 agonists, primary screen, Fluo-8 calcium fluorescence, CHO RD-HGA16 cells | Trace amine-associated receptor 1 (Homo sapiens), Q96RJ0 | vehicle wells 0%, saturating PEA agonist 100% | activation, % at 3 µM | 0.99% of 360,000 active;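 active means activation above the mean activation of all test compounds in the run plus 3 SD, cut at about 38% in these data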
# Target sequence (Q96RJ0 whole entry, looked up): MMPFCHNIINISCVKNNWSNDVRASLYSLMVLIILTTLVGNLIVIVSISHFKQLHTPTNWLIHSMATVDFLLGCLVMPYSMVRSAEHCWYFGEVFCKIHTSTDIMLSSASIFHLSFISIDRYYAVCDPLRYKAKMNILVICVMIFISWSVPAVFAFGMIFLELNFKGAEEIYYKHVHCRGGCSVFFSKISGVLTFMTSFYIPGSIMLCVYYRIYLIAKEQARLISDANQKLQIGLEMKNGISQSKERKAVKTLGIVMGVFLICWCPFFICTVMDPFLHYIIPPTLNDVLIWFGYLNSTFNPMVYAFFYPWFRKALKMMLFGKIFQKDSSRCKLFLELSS
#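 Assay system: CHO-derived RD-HGA16 cells with stable Gα16 and human TAAR1; timing: 17-24 h seeding, 75 min 37 °C dye, 30 min RT; read-out: % activation from peak over basal fluorescence ratio, DMSO-to-PEA scaled; measured by: kinetic Fluo-8 calcium fluorescence; benchmarks: low control DMSO, high control PEA (EC100); doses: 3 µM single concentration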
# CRFR2-BP antag: antagonists of CRF-BP/CRF-R2 complex, primary screen, cell-based, HEK293, calcium dye fluorescence, uHTS. CRF-induced calcium fluorescence. inhibition, % at 11.8 µM. 0.59% of 350,000 active;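 active means inhibition of the ligand-induced calcium signal above about 50% at the single tested concentration, limit read from the data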
# M1 PAM parental: nonselective calcium activators in parental CHO-K1 cells, primary screen, counter-screen for M1 PAM project, cell-based, Fluo-8 calcium fluorescence, full deck, 1536-well; AID 602247, 2012; 0.02% of 360,000 active; ATP EC20; 0% at ATP EC20, 100% at ATP max; activation, % at 3 µM;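 active means activation above the run cutoff, the mean activation of all test compounds plus 3 SD, cut at about 40% in these data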;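 further: peak over basal fluorescence ratio in a 140 s read after ATP addition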
# CHRM5 antagonist: human M5 muscarinic receptor antagonists, primary screen, CHO cells, Fluo-8 calcium fluorescence | Muscarinic acetylcholine receptor M5 (Homo sapiens), P08912 | inhibition, % at 3 µM | 0.59% of 360,000 active | CHO-hM5 cells, ACh EC80;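 active means inhibition above a per-plate cutoff, the mean of that plate's test compounds plus 3 SD, cut at about 27% in these data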;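 further: 0% = acetylcholine EC80 with DMSO and 100% = DMSO without agonist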
# TAAR1 antagonist: human TAAR1 antagonists, primary screen, Fluo-8 calcium fluorescence, CHO RD-HGA16 cells. 1.5% of 360,000 active. antagonist. inhibition, % at 3 µM;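 active means inhibition above a per-plate cutoff, the mean inhibition of test compounds on that plate plus 3 SD, cut at about 49% in these data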;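 further: 0% = DMSO plus EC80 beta-PEA response and 100% = DMSO alone without agonist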
#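 Test system: CHO RD-HGA16 cells bearing hTAAR1 | Reagent: β-PEA, EC80 | Compound dosing: 3 µM, single point | Schedule: Dye loading 75 min at 37 °C, then 30 min room temperature | Signal: Calcium fluorescence with Fluo-8 | Evaluation: Percent inhibition of PEA-evoked calcium signal, max/basal emission ratio | Control set: DMSO-only wells and EC80 β-PEA-stimulated wells | Repeats: Singlicate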
# M5 ag: human M5 muscarinic receptor agonists, primary screen, CHO-K1 cells, Fluo-8 calcium fluorescence; CHO-K1 hM5 cells; 0% DMSO wells, 100% maximal acetylcholine response; activation, % at 3 µM; 0.19% of 360,000 active;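 active means activation above the run's mean over test compounds plus 3 SD, cut at about 23% in these data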;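 further: signal is peak over basal fluorescence ratio across the kinetic read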
# CRFR2-BP ag: agonists of CRF-BP/CRF-R2 complex, primary screen, cell-based, HEK293, calcium dye fluorescence, uHTS; activation, % at 13.2 µM; AID 588473, 2011; CRF-binding protein / CRF receptor 2 complex (human); 0.46% of 350,000 active; calcium dye fluorescence (FLIPR); percent of saturating CRF peptide response;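 active means activation of at least 50%, plus an integration ratio under a set limit after plate pattern correction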;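 further: plate controls were neutral control wells without compound for no effect and CRF at EC100 for full effect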
# M5 PAM: human M5 muscarinic receptor positive allosteric modulators, primary screen, CHO-K1 cells, Fluo-8 calcium fluorescence; CHO-K1 hM5, ACh EC20 PAM; 0% = ACh EC20, 100% = ACh EC100; activation, % at 3 µM; 0.3% of 360,000 active;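 active means activation above the run cutoff, the mean activation of all test compounds plus 3 SD, cut at about 18% in these data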
#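 system = human M5 receptor in CHO-K1 cells | reagent = EC20 acetylcholine as agonist stimulus | compound dosing = single-point, 3 µM nominal | incubation = Fluo-8 loading 80 min at 37 °C plus 30 min room temperature | detection = Fluo-8 calcium dye fluorescence, kinetic read | benchmarks = low control EC20 acetylcholine (0%), high control EC100 acetylcholine (100%)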
# CHRM4 PAM: human M4 muscarinic receptor positive allosteric modulators, primary screen, CHO-K1 cells, Fluo-8 calcium fluorescence. Muscarinic acetylcholine receptor M4 (Homo sapiens), P08173. CHO-K1 hM4/Gqi5, ACh EC20; 0% = ACh EC20, 100% = maximal ACh. activation, % at 3 µM. 0.4% of 360,000 active. AID 624126, 2012;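 active means activation above its plate's cutoff, the mean activation of sample wells plus 3 SD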; further: some results filed as inactive read as strong as hits
# Target sequence (P08173 whole entry, looked up): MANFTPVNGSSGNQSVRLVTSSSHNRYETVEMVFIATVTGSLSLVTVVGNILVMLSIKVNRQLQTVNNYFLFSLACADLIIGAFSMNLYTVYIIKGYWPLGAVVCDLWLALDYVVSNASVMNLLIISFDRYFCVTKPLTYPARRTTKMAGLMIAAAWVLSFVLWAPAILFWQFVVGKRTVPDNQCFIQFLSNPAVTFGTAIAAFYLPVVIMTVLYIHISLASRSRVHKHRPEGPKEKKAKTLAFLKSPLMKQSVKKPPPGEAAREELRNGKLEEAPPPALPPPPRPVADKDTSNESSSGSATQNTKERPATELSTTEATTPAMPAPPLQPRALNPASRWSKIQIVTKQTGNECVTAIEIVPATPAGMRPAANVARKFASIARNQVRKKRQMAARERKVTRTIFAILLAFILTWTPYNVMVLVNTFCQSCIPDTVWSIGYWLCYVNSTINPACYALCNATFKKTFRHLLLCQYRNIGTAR
# * = called active by the depositor; . = no result given. Rows are unselected; any-hit rate near 4.2%.
Compound	TAAR1 ag	CRFR2-BP antag	M1 PAM parental	CHRM5 antagonist	TAAR1 antagonist	M5 ag	CRFR2-BP ag	M5 PAM	CHRM4 PAM
CC(C)COC(=O)c1nnsc1NC(=O)Nc1ccccc1	1	0	24	2	1	3	-0.8	-4	1
COC(=O)c1ccc(Nc2c([N+](=O)[O-])c(=O)oc3ccccc23)cc1	9	43	8	16	0	2	9.8	-13	-9
COc1ccc(C2(C(=O)Nc3ccc(OC)cc3OC)CCCC2)cc1	12	34	29	-17	-10	-2	-2.8	2	-5
Nc1ccc(NC(=O)CCN2CCOCC2)cc1	0	6	20	5	-4	-2	-1.2	2	-2
CNC(=O)C1(C(F)(F)F)C/C(=C\CCO)CCCO1 (stereo unspecified)	9	-4	-10	-1	-8	3	0.7	5	11
CN(C)N1C(N)=C(C#N)C(c2ccc(F)cc2)C2=C1CC(C)(C)CC2=O (stereo unspecified)	3	8	4	1	-7	-5	-2.3	-1	5
CCOCc1nnc(NC(=O)c2ccc(NC(C)=O)cc2)s1	0	-3	19	0	5	-1	-1.7	4	4
CCOc1c(C(=O)CC)cc2c(C)cc(=O)oc2c1C	11	-55	6	3	5	-1	-2.3	3	6
Cn1c(SCC(=O)NCc2ccco2)nnc1C1CCCC1	1	-9	16	6	-19	-1	-0.3	3	4
COc1ccc(/C=C(/NC(=O)c2ccco2)C(=O)N2CCOCC2)cc1	4	3	28	-8	-26	-2	-1.1	2	2
Cc1ccccc1C(=O)Nc1ccc(C(=O)N/N=C/c2ccc(F)cc2)cc1	12	-5	12	13	34	-3	1.6	-10	0
CC(C)N(CCn1c(SCC(=O)Nc2cccnc2Cl)nc2ccccc2c1=O)C(C)C	-4	-13	14	7	-13	-7	-0.3	1	1
C#CCO[C@@H]1C[C@H](n2cnc3c(=O)[nH]c(NC(=O)C(C)C)nc32)O[C@@H]1CO	5	-5	7	10	-6	0	0.3	4	7
CN(C)C(=O)c1cccc(-c2cnc3c(NC=O)cc(-c4ccccc4Cl)cn23)c1	5	.	2	2	-19	2	.	-8	-4
Cc1ccc(C)c(NS(=O)(=O)c2ccc(-n3cccn3)cc2)c1	1	14	4	-17	2	9	0.8	9	0

# Brought forward from above: four compounds, then new ones.
Compound	TAAR1 ag	CRFR2-BP antag	M1 PAM parental	CHRM5 antagonist	TAAR1 antagonist	M5 ag	CRFR2-BP ag	M5 PAM	CHRM4 PAM
CC(C)N(CCn1c(SCC(=O)Nc2cccnc2Cl)nc2ccccc2c1=O)C(C)C	-4	-13	14	7	-13	-7	-0.3	1	1
C#CCO[C@@H]1C[C@H](n2cnc3c(=O)[nH]c(NC(=O)C(C)C)nc32)O[C@@H]1CO	5	-5	7	10	-6	0	0.3	4	7
CN(C)C(=O)c1cccc(-c2cnc3c(NC=O)cc(-c4ccccc4Cl)cn23)c1	5	.	2	2	-19	2	.	-8	-4
Cc1ccc(C)c(NS(=O)(=O)c2ccc(-n3cccn3)cc2)c1	1	14	4	-17	2	9	0.8	9	0
O=C(CN1CCC(O)(c2ccc3c(c2)OCO3)CC1)N1CCOCC1	11	23	9	-1	7	-1	-2.2	-2	8
O=C(COC(=O)c1ccc2ccccc2c1)NCc1ccccc1	-1	-14	17	1	4	0	-1.1	2	0
CCOc1ccc(NS(=O)(=O)c2ccc(OCC(=O)N3CCCC3)cc2)cc1	11	7	22	0	9	2	-0.7	0	2
CC(=O)N1CCCc2cc(S(=O)(=O)Nc3cccc(C)c3C)ccc21	3	11	6	10	15	4	-1.7	-11	-7
Cc1c(C(=O)N2CCCCC2)c(S(=O)(=O)NCCc2ccccc2)c(C)n1C	24	-8	8	-6	-19	-1	-0.3	4	1
Cn1cccc1CNC(=O)Nc1ccc(Cl)c(Cl)c1	7	-19	-5	4	30	2	-0.4	-9	-6
O=C(Nc1ccc2c(c1)OCO2)c1cc(C2CCCN(C(=O)C3CCCCC3)C2)on1 (stereo unspecified)	-2	.	17	8	-17	-1	.	-1	7
COc1ccc(CNC(=O)CN(C(=O)CCC(=O)Nc2nccs2)c2ccccc2C)cc1	0	-6	15	-1	7	0	-1.6	5	6
CCOc1ccccc1N1CCN(C(=S)NC(=O)C23CC4CC(CC(C4)C2)C3)CC1	-1	-46	25	-2	17	-5	0.1	0	-4
Cn1cc(C(=O)NS(=O)(=O)Nc2ccc(Br)cc2)c2ccccc21	1	4	7	-6	3	0	-0.9	1	-2
COc1cc(C(=O)Nc2cccc(C)c2C)ccc1OCC(=O)N1CCOCC1	2	7	8	3	-3	3	0.3	-2	-1
O=S(=O)(c1ccccc1)N1CCN(c2nnc(-c3ccccc3)c3ccccc23)CC1	2	0	7	3	-22	2	0.4	-2	-5
CC1(C)CC(=O)C2=C(C1)NC1=C(C(=O)c3ccccc31)C2c1ccc(Cl)cc1 (stereo unspecified)	9	-9	14	-11	2	2	0.1	6	1
Cn1c(=O)c2c(nc(CN3CCN(CCO)CC3)n2CCc2ccccc2)n(C)c1=O	2	-39	-10	-4	-21	-2	1.5	4	3
Cc1cccnc1NC(=O)c1cccc(S(=O)(=O)NCc2ccccc2)c1	2	-5	4	6	18	1	-0.5	9	5

# Next part
Compound	TAAR1 ag	CRFR2-BP antag	M1 PAM parental	CHRM5 antagonist	TAAR1 antagonist	M5 ag	CRFR2-BP ag	M5 PAM	CHRM4 PAM
COc1ccc(N2CCN(CC(O)COc3ccc([N+](=O)[O-])cc3)CC2)cc1 (stereo unspecified)	3	5	0	-6	6	-1	-0.4	2	2
CC1(C)N=C2C(=[N+]1[O-])CCC/C2=N\O	10	-5	15	1	-12	0	-2.2	2	3
COc1ccc(OC)c(C(=O)CSc2nnc(-c3cccs3)n2C)c1	7	4	17	2	2	-1	-1.0	4	8
CC(C)(C)NC(=O)C(c1ccccc1)n1c(-c2ccc(-c3ccccc3)cc2)nc2ccccc21 (stereo unspecified)	1	.	.	-6	-24	-1	.	-12	0
COc1cc(NC(=O)Cn2nc(C(F)(F)F)c(Br)c2C)cc([N+](=O)[O-])c1	8	7	-9	9	19	3	-0.7	-10	-1
CCOC(=O)Cn1nc(C)n(-c2ccccc2)c1=O	1	3	-1	10	-9	0	-0.1	0	-6
CCOc1ccc2nc(NC(=O)c3ccc(S(=O)(=O)N4CCOCC4)cc3)sc2c1	9	-13	15	-12	-1	-2	-3.7	6	8
COc1ccc(NC(C)=O)cc1S(=O)(=O)N1CCN(C/C=C/c2ccccc2)CC1	3	5	18	9	-29	1	-1.0	1	11
Cc1ccc([N+](=O)[O-])cc1S(=O)(=O)Nc1ccc(OCC(=O)N2CCOCC2)cc1	4	4	8	6	1	0	0.1	0	-3
CC(C)CCN1C(=O)c2cccc3c(N)ccc(c23)C1=O	149*	-101	-20	70*	78*	313*	166*	-32	-18
COc1ccc(CCN(Cc2nc(-c3ccccc3)no2)Cc2nc(-c3ccccc3)no2)cc1OC	2	-1	-4	-1	15	-2	0.3	2	-4
Cc1ccc(C(=O)Nc2cccc(C(F)(F)F)c2)cc1NC(=O)c1c[nH]c2cc(C(F)(F)F)ccc2c1=O	2	8	22	12	-7	1	-1.0	-2	4
CCc1ccc(C(=O)NC2CCCCC2)s1	-1	16	19	-3	-1	-3	-1.0	7	12
Cc1ccc2c(c1)N(CC(=O)NC1CCCc3ccccc31)C(=O)CO2 (stereo unspecified)	11	8	4	1	0	-4	0.1	1	1
CNC(=O)C1Cc2c(-c3cccc(F)c3)ccnc2O1 (stereo unspecified)	3	.	18	-1	-29	1	.	-3	2

# Further records:
Compound	TAAR1 ag	CRFR2-BP antag	M1 PAM parental	CHRM5 antagonist	TAAR1 antagonist	M5 ag	CRFR2-BP ag	M5 PAM	CHRM4 PAM
Cc1ccc(NC(=O)CCNC(=O)c2ccc([N+](=O)[O-])cc2)cc1S(=O)(=O)N1CCOCC1	3	12	1	2	-29	-1	0.2	2	15
CC(OC(=O)c1cc[n+]([O-])cc1)C(=O)Nc1ccc(Cl)cn1 (stereo unspecified)	0	-5	21	8	8	3	0.5	-4	-1
COCCn1nnnc1CN1C2CCCC1CC(NC(C)=O)C2 (stereo unspecified)	12	28	5	-2	0	-1	-1.5	-3	0
COc1cccc(C(=O)NCCS(=O)(=O)N(C)C2CCCCC2)c1	0	-20	-4	4	-5	2	6.2	-5	-3
COc1ccc(C2CC(c3ccccc3)=NN2C(=O)COC(=O)c2cccc(N)c2)cc1 (stereo unspecified)	15	-1	-11	9	40	3	-0.2	-8	4
Cc1ccc(OCC(=O)N(Cc2ccco2)C2CCS(=O)(=O)C2)cc1C (stereo unspecified)	.	8	-6	-2	.	3	-6.0	1	7
CCN(CC)c1ccc2c(c1)C(=O)N(C)C2=O	0	-9	15	0	-6	-5	5.6	-5	1
O=C(NN=Cc1cc(Cl)ccc1[N+](=O)[O-])c1cccc2ccccc12	-1	-61	-3	11	11	-3	26	-11	3
Cc1cc(NNC(=O)c2cccc(C(F)(F)F)c2)nc2c1c(C)nn2C	4	-9	-20	23	4	10	-0.2	-22	-17
CC(C)(C)C(=O)Nc1cccc(-c2cc(-c3c(Cl)cccc3Cl)no2)c1	2	17	17	7	-18	-2	3.8	3	-4
COc1ccc(CN2C(=O)N(c3ccccc3)C(=O)C2CC(=O)Nc2ccccc2)cc1OC (stereo unspecified)	9	-5	13	8	20	4	2.7	-7	-3
COc1ccccc1C(=O)Nc1ccc2c3c(cccc13)CC2	6	-27	8	0	-4	-5	2.8	-3	-7
S=C(NCCc1ccccc1)NCC(c1ccco1)N1CCCCC1 (stereo unspecified)	9	-7	26	6	-8	-13	-0.1	-1	-9
Cc1cc(NC(=O)c2cccs2)n(-c2ccccc2)n1	0	19	9	-7	4	2	-1.4	3	14
CC1=C(C(=O)N2CCCCC2)C(c2cccs2)NC(=O)N1 (stereo unspecified)	7	-3	15	-7	-3	-3	-0.5	-1	2
CCOP(=O)(OCC)c1nc(-c2ccc(Cl)cc2Cl)oc1N1CCCCC1	14	-21	0	8	-33	-4	-3.1	8	0
CCOC(=O)[C@]12CCCC=C1N(Cc1ccc3c(c1)OCO3)C(=O)[C@H](CC(=O)NCCC(C)C)C2	2	.	9	-10	-14	-2	.	4	17
Cc1cccc(OCc2nnc(SCC(=O)Nc3cccc(C(=O)N4CCOCC4)c3)o2)c1C	3	8	14	5	-3	2	-0.7	-9	-7
